Vif-A3G inh: qHTS for Inhibitors of Vif-A3G Interactions: qHTS; DNA dC->dU-editing enzyme APOBEC-3G (Homo sapiens), Q9HC16; HeLa A3G-eYFP + Vif (tagged APOBEC3G with the HIV-1 protein that degrades it), YFP fluorescence, overnight; Potency, µM (top dose mostly 46.1 µM), inactives show top-dose activity, negative = active, hits mostly inhibitors; 410,000 compounds, 0.076% hits; AID 602310, 2012;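 further: potency means the concentration at half of the fitted maximal effect; on the % scale 0 is the no-effect control and ±100 the full control effect; nearly all actives have a fitted effect of over 60% in size; hits raise eYFP signal because A3G escapes Vif-driven loss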
Target sequence (Q9HC16 whole entry, looked up): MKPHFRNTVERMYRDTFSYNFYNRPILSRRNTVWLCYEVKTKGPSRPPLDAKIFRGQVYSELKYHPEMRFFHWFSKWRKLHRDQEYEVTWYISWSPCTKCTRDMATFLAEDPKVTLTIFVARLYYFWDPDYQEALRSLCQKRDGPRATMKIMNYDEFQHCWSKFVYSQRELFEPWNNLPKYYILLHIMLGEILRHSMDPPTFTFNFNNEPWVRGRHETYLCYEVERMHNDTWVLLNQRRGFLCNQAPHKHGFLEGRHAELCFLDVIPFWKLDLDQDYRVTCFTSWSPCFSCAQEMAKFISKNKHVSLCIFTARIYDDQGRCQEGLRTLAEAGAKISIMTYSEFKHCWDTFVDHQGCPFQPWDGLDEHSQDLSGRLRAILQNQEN
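Read-out is eYFP fluorescence (Ex 488/Em 500-530) from Vif-expressing HeLa A3G-eYFP cells; more signal means A3G escaped Vif-mediated degradation. Cells plated overnight, compound pinned in, incubated overnight at 37 deg C.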
D1 potentiator: Potentiators of Human D1 Dopamine Receptor: qHTS. HEK293 TREx D1 cells, calcium flux, dopamine EC20 potentiation. 360,000 compounds, 0.036% hits. D(1A) dopamine receptor (Homo sapiens), P21728. potentiation, % at 10 µM; in the data active means potentiation above about 30%; further: 0% is about no effect
Glioma ERSR ind: qHTS for Inducers of the Endoplasmic Reticulum Stress Response (ERSR) in Human Glioma: qHTS; U87-MG GRP78 promoter luciferase reporter, 16 h; Potency, µM, for inactives: at the highest dose activation, most hits filed as activators; 420,000 compounds, 0.02% hits; AID 602332, 2012; further: potency means the concentration at half of the fitted maximal effect; series mostly up to about 76 µM; % of control where 0% means no effect; nearly all actives have a fitted effect of over 35% in size
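Stably transfected U87-MG glioma cells carrying a GRP78-based luciferase sensor; 16 h compound incubation. Luminescence end-point read 10 min after Bright-Glo addition at room temperature.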
D2 potentiator: HTS Assay for Positive Allosteric Modulators of the Human D2 Dopamine Receptor: Primary Screen for Potentiators; AID 485347, 2010; 340,000 compounds, 0.34% hits; HEK293 T-REx D2, calcium flux, EC20 dopamine potentiation; D(2) dopamine receptor (Homo sapiens), P14416; potentiation, % at 10 µM;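 active means potentiation over 3 SD above the plate norm, cut at about 30% in these data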; further: 0% is about no effect
Target sequence (P14416 whole entry, looked up): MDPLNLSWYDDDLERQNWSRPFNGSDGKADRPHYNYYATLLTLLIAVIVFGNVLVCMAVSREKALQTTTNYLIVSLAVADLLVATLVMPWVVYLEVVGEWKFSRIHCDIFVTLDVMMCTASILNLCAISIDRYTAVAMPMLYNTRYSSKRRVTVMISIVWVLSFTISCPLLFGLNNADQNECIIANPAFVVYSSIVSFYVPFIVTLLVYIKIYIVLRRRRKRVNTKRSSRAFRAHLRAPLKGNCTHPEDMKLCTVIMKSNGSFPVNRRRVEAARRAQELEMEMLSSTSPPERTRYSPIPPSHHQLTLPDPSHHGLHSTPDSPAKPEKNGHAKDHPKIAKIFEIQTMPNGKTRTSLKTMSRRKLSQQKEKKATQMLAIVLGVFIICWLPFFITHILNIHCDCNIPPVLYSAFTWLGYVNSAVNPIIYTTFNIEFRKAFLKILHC
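Potentiation of an EC20 dopamine calcium response measured kinetically over 180 s, after a preceding 180 s compound-only read flagging agonists. Cells: inducible Hek293 Trex D2 line, 4000/well, cultured overnight at 30 C before dye loading.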
RXFP1 agonist: qHTS Assay for Agonists of the Relaxin Receptor RXFP1; Potency, µM (doses to about 57.5 µM), for the others: at the highest dose activation, usual class: activators; 370,000 compounds, 0.3% hits; HEK293T-RXFP1 cAMP TR-FRET, 30 min; response scale: percent of porcine relaxin response, buffer zero; AID 2676, 2010; further: potency means the concentration at half of the fitted maximal effect; on the % scale 0 is the no-effect control and ±100 the full control effect; nearly all actives have a fitted effect of over 60% in size; many of its hits are not listed in these tables
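cAMP rise read by TR-FRET after 30 min, 37C compound exposure (up to 58 uM) in RXFP1-transfected HEK293 cells with Ro 20174 present. EC50 from Hill-equation fits, with 29 nM porcine relaxin as 100% and buffer as basal.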
D1 antagonist: Antagonist of Human D 1 Dopamine Receptor: qHTS. HEK293 TREx D1 cells, calcium flux, dopamine EC80; active compounds read low. 360,000 compounds, 3.2% hits. D(1A) dopamine receptor (Homo sapiens), P21728. activity change, negative = inhibition, % at 10 µM; in the data active means activity change below about -30%; further: on the % scale 0 is the no-effect control and ±100 the full control effect
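After overnight tetracycline induction at 30 C, force-coupled D1 HEK293 cells took up a no-wash calcium dye at room temperature. Compounds were added and monitored 180 s, and the response to EC80 dopamine was then recorded.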
D1 ag: Allosteric Agonists of the Human D1 Dopamine Receptor: qHTS | D(1A) dopamine receptor (Homo sapiens), P21728 | HEK293 T-REx D1 cells, calcium flux, agonist mode | activation, % at 2 µM | 360,000 compounds, 1% hits | AID 504660, 2011; in the data active means activation above about 30%; further: 0% is about no effect
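Agonism was scored from calcium flux recorded over 180 s (1 read/s) after pintool compound addition, following a 10-cycle baseline. Cells were inducible force-coupled HEK293 TREx D1, plated overnight at 30 C and loaded with no-wash calcium dye.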
Vif-A3F inh: qHTS for Inhibitors of Vif-A3F Interactions: qHTS | 390,000 compounds, 0.2% hits | Potency, µM (doses to about 46.1 µM), for the others: at the highest dose activity, negative = active | HeLa A3F-eYFP + Vif (tagged APOBEC3F with the HIV-1 protein that degrades it), YFP fluorescence increase; further: potency means the concentration at half of the fitted maximal effect; % of control where 0% means no effect; nearly all actives have a fitted effect of over 65% in size
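HeLa cells stably expressing Vif plus C-terminally eYFP-tagged A3F were seeded, incubated overnight at 37 deg C, dosed with compound, incubated overnight again at 37 deg C. Yellow fluorescence (Ex 488/Em 500-530) reported blocked Vif-mediated A3F-eYFP degradation.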
LDHA inh: qHTS assay for inhibitors of human lactate dehydrogenase | activity change, % (values are at about 110 or 230 µM) | 480,000 compounds, 0.15% hits | purified LDHA, NADH/diaphorase-resazurin fluorescence; active compounds read low | L-lactate dehydrogenase A chain (Homo sapiens), P00338; in the data active means activity change below about -30%; inconclusive means mostly about -25% to -30%;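 further: plate controls were DMSO wells for no effect and wells without enzyme for full effect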
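Human LDH5 (2 nM) was incubated with 0.06 mM NADH and 0.2 mM pyruvate for 5 min at room temperature in Tris pH 7.4. Remaining NADH was coupled through diaphorase/resazurin, and resorufin fluorescence was read at 0 and 20 min.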
Starred values were filed as active, the others as inactive; ? = inconclusive; . = no result given; & = joins results of further samples. Unless noted, the call rests on the fitted dose curve; in most records, active means well fitted curve in the direction sought with a large enough effect; inconclusive means small, poorly fitted or top-dose-only effect, or another doubt; inactive means no such curve, though single readings can be large; an effect the other way counts as inactive or inconclusive. This is a subset; count on the stated rates, not on these rows.

SMILES	Vif-A3G inh	D1 potentiator	Glioma ERSR ind	D2 potentiator	RXFP1 agonist	D1 antagonist	D1 ag	Vif-A3F inh	LDHA inh
O=C(CCC(=O)N1CCN(S(=O)(=O)c2ccc3ccccc3c2)CC1)Nc1cc(Cl)cc(Cl)c1	2.5%	-5.3	-2.2%	1.9	-2.3%	10.8	7.6	8.6%	-2.5
O=C(NCc1ccco1)c1ccccc1NS(=O)(=O)c1ccc2c(c1)OCCO2	-5.8%	-7.9	5.6%	-12.1	1.8%	-11.6	-0.7	0.4%	-5.5
CCC(=O)N1CCc2cc(Br)cc(S(=O)(=O)N3CCN(c4ccc(C(C)=O)cc4)CC3)c21	5.6%	0.7	1.0%	-0.6	?	-0.7	-2.9	1.3%	-7.9
O=C(COc1coc(CN2CCc3ccccc3C2)cc1=O)Nc1ccc(F)cc1	1.2%	-12.5	-1.4%	2.5	1.1%	8.2	2.0	?	-1.0
O=C(CC(NCCc1ccccc1)C(=O)O)Nc1ccc(O)cc1 (centres undefined)	.	-7.5	.	-7.3	-1.9%	6.6	1.8	.	.
Cc1ccc(-n2nc3c(N4CCC(C(=O)N(C)Cc5ccccc5)CC4)nnc(C)c3c2C)cc1	1.1%	0.6	-1.9%	4.5	?	26.1	2.4	-5.8%	3.8
CCn1c(SCC(=O)NCc2ccccc2)nnc1C(CO)NC(=O)c1ccccc1 (centres undefined)	3.6%	-2.9	-5.0%	1.0	1.3%	-7.1	2.6	1.1%	?
Cc1ccc(N(C(=O)c2ccccn2)C2(C(=O)NC3CCCC3)CCCCC2)cc1	1.6%	-7.2	-1.8%	-9.5	0.6%	-9.1	-0.4	-6.0%	-8.5
COc1ccccc1-n1cnc(N)c1C(C)=O	2.9%	-12.2	-4.0%	.	-0.9%	7.3	3.3	-2.5%	-4.9
NNc1cccc(C=Cc2ccccc2)cc1=O	?	.	-4.4%	.	.	.	.	-16.1%	7.3
Cc1c(C(=O)Nc2cc(S(=O)(=O)N3CCOCC3)ccc2N2CCOCC2)oc2ccccc12	-0.1%	12.8	-7.0%	-5.9	2.1%	-1.6	9.3	0.4%	-0.8
CCCc1oc2c(c(=O)c1CC)C(=O)CC(C)(C)C2	-0.5%	-5.8	-3.7%	-2.7	0.8%	4.9	2.9	8.3%	-3.4
Cc1ccc(C(=O)OCC(=O)NCc2cccs2)cc1S(=O)(=O)N1CCOCC1	1.2%	-3.4	-0.4%	0.0	-1.1%	-4.2	3.9	2.6%	-2.7
NC(=O)c1cc2ccccc2o/c1=N\NC(=O)c1ccccc1O	1.7%	-0.4	3.4%	-6.1	-0.1%	-1.3	1.1	-8.8%	-1.0
Cc1ccc(NC(=O)Cn2nnc(-c3ccccc3NC(=O)c3cccs3)n2)cc1	?	-4.8	-8.2%	-11.7	6.6%	-6.7	5.6	-24.3%	-15.3
CC(C)CC(=O)NC(=S)Nc1cccc(NC(=O)c2ccccc2)c1	-3.3%	-3.0	-7.3%	-1.9	0.3%	-10.4	-0.7	3.4%	-0.5
COc1cccc(-c2nn(-c3ccccc3)cc2CN(C)C(C)c2ccon2)c1 (centres undefined)	-0.6%	-2.6	0.6%	10.2	3.7%	2.4	10.7	5.6%	-5.2
CCN(CCNC(=O)c1ccc(C#N)cc1)c1cccc(C)c1	0.9%	-6.5	-1.3%	-13.7	8.1%	1.3	-0.7	1.5%	-11.3
Cc1ccc(C)c(N2CCN(CCCNc3ncnc4onc(-c5ccc(Cl)cc5)c34)CC2)c1	-0.5%	-2.5	-0.4%	1.3	-3.9%	4.4	0.8	2.5%	-8.1
COc1ccc2nc3oc(C(=O)N(C)c4ccc(Cl)cc4)cc3cc2c1	4.6%	3.4	1.6%	.	3.3%	-0.6	-1.2	0.3%	3.9
O=C(Cc1ccc(Cl)c(Cl)c1)Nc1cccnc1	-1.9%	-3.2	-0.2%	-8.7	0.3%	-1.8	4.4	4.7%	-2.7
COCCN1C(=O)C(=O)/C(=C(/O)c2ccc(S(=O)(=O)N3CCOCC3)cc2)C1c1cccc(Cl)c1 (centres undefined)	2.8%	1.0	5.4%	-2.7	0.1%	0.9	2.3	4.1%	-6.3
CC(=O)Nc1ccc(S(=O)(=O)N2CCCC2C(=O)Nc2ccc(F)cc2)cc1 (centres undefined)	0.9%	7.5	-3.2%	4.0	0.1%	0.6	2.7	2.5%	-6.1
COc1cc(/C=C/C(=O)N2C(=O)c3cccc(N)c3C2=O)cc(OC)c1OC	-13.2%	0.5	-2.5%	-6.7	0.3%	4.3	1.4	-33.4%	-9.0
CC(C)(C)NC(=O)CSc1nc2ccc(NC(=O)CSc3nnnn3Cc3ccccc3)cc2s1	0.7%	0.0	-2.4%	5.8	2.0%	-17.4	6.0	4.4%	-1.0
CC(=O)Nc1ccc(NC(=O)COC(=O)c2ccc(C)s2)cc1	-0.4%	-7.0	-1.1%	-4.1	0.5%	-9.7	1.2	1.4%	1.9
CCOc1ccc(-c2nnc(SCC(=O)NCc3ccc(Cl)cc3)o2)cc1	0.8%	-1.4	-1.5%	0.0	1.7%	-3.8	9.8	-4.8%	-4.1
COc1ccc(CCNC(=O)CCn2c(=O)c3ccccc3n(CC(=O)NCC3CCCO3)c2=O)cc1OC (centres undefined)	-0.7%	-9.0	-1.6%	-0.7	0.9%	29.1	0.7	2.7%	-0.7
CCN(C(C)=O)c1cnc(C=NNC(N)=S)c2ccccc12	-7.6%	.	-6.9%	.	.	.	.	-0.9%	9.1
COc1ccc(C(=O)Nc2c(C(=O)c3ccc(F)cc3)oc3ccccc23)cc1	-5.1%	-6.7	-4.9%	-8.9	5.9%	-14.6	1.6	5.3%	1.3
CCc1ccc(C(=O)OCC(=O)N(CC)c2c(N)n(Cc3ccccc3)c(=O)[nH]c2=O)cc1	-4.1%	1.2	-6.5%	7.0	-0.4%	-6.0	1.4	5.7%	-7.6
COc1ccc(C(=O)OC(C(=O)c2ccc(C)cc2)c2ccccc2)cc1 (centres undefined)	2.4%	-4.9	0.3%	10.4	-1.4%	7.1	10.8	-4.3%	-3.4
Cc1onc(-c2ccccc2)c1C(=O)N1CCN(S(=O)(=O)c2ccc3c(c2)OCCO3)CC1	-0.2%	-2.7	-3.9%	3.0	2.8%	17.2	1.1	-5.1%	-1.6
CC1Cn2c(nnc2-c2ccc(F)cc2)S1 (centres undefined)	0.8%	-6.8	-0.2%	0.9	-0.1%	-5.8	2.2	-10.5%	-10.2
N#Cc1ccc(S(=O)(=O)N2CCCN(c3ccc(C(F)(F)F)cn3)CC2)cc1	-5.5%	-3.6	-4.9%	0.3	-2.5%	-35.7*	2.8	7.1%	-2.2
COc1ccc(C(=O)N2CCN(Cc3ccccn3)CC2)cc1	-6.5%	-2.2	1.1%	-6.1	5.2%	-0.3	2.2	-8.7%	-19.7
CC1(c2ccccc2)CC(C)(C)n2c(O)c(C3=NC(=S)NC3=O)c3cccc1c32 (centres undefined)	-19.3%	-1.7	-1.0%	11.9	2.2%	23.4	1.0	-10.5%	-6.8
CS(=O)(=O)Nc1ccc(C2=NN(C(=O)C3CCCCC3)C(c3cccs3)C2)cc1 (centres undefined)	-0.8%	1.4	1.6%	25.9	0.5%	0.1	-1.7	-11.8%	-0.3
CC(=O)Nc1ccc(C(=O)NCCc2ccccc2)cc1	-0.3%	-7.0	-4.0%	-1.1	0.7%	-1.2	3.7	-6.7%	-4.2
Nc1nnnn1CC(=O)N/N=C/c1cc([N+](=O)[O-])ccc1Cl	-2.4%	-3.9	2.2%	-5.9	2.4%	2.8	2.8	9.4%	-10.8

Shown with two lines to a compound: 2 of the compounds above.
Fields: Vif-A3G inh | D1 potentiator | Glioma ERSR ind | D2 potentiator | RXFP1 agonist | D1 antagonist | D1 ag | Vif-A3F inh | LDHA inh
> CS(=O)(=O)Nc1ccc(C2=NN(C(=O)C3CCCCC3)C(c3cccs3)C2)cc1 (centres undefined)
→ -0.8% | 1.4 | 1.6% | 25.9 | 0.5% | 0.1 | -1.7 | -11.8% | -0.3
> CC(=O)Nc1ccc(C(=O)NCCc2ccccc2)cc1
→ -0.3% | -7.0 | -4.0% | -1.1 | 0.7% | -1.2 | 3.7 | -6.7% | -4.2

New compounds follow:
SMILES	Vif-A3G inh	D1 potentiator	Glioma ERSR ind	D2 potentiator	RXFP1 agonist	D1 antagonist	D1 ag	Vif-A3F inh	LDHA inh
CC(C)C(NC(=O)c1ccc(Cl)cc1)C(=O)NC1=NCCS1 (centres undefined)	0.0%	-5.7	-4.3%	5.3	1.9%	12.2	1.9	12.2%	-11.2
COc1ccc(-c2nc(CS(=O)(=O)CC(=O)NCc3ccccc3Br)c(C)o2)cc1	-1.0%	-0.5&1.7	-4.2%	11.3&-1.8	1.8%&-4.1%	-2.0&12.5	2.7&-0.4	2.5%	0.4&-7.8
O=C(NNS(=O)(=O)c1ccc(F)cc1)c1ccc([N+](=O)[O-])cc1	0.9%	1.3	5.7%	.	0.0%	13.1	3.7	-12.2%	6.3
COc1ccc(C2CC(c3ccccc3)Nc3nc(NC(=O)c4cccs4)nn32)cc1 (centres undefined)	-14.4%	7.0	-5.5%	4.4	0.1%	6.4	1.3	3.4%	-2.9
O=C(Nc1ccncc1)Nc1ccc(F)cc1	-6.4%	-0.9	-1.7%	3.7	1.0%	9.0	15.3	1.3%	1.0
CCOc1ccccc1N1CC(c2nc3ccccc3n2CCCOc2ccccc2OC)CC1=O (centres undefined)	-4.0%	1.1	-1.2%	11.4	0.1%	1.7	-1.8	4.4%	0.6
Cn1nnnc1SCC(=O)N1CCc2ccccc2C1	3.0%	-3.9	-0.3%	-2.1	-0.5%	-15.6	0.9	5.9%	-1.1
